Bioassay records: PubChem, several laboratories
CSN inh: CSN deneddylation inhibition | Q92905 | Purified CSN, SCF-Nedd8-OG deneddylation, fluorescence polarization | inhibition, % at 12.5 µM | 0.38% of 360,000 active;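 active = pattern-corrected inhibition above about 35%, with an unprinted fluorescence ratio check between 0.5 and 1.5, limit read from the data, passing the limit was not always enough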;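 note: 0% = enzyme with substrate and 100% = substrate without enzyme; some results filed as inactive read as strong as hits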
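Material: human Csn5 produced in HEK293T cells; Input: enzyme 0.24 nM; Reagent: SCFSkp2-Nedd8OG substrate at 10 nM final; Dosing: 12.5 µM compound; Incubation: 90 min reaction at room temperature; Detection: fluorescence polarization of the substrate; Evaluation: % inhibition of substrate cleavage by Csn5; Control set: substrate-only high control, full reaction low control.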
FAS TE block: FAS thioesterase (human) inhibition | 0.67% of 360,000 active | inhibition, % at 15 µM | P49327 | AID 602261 | recombinant FAS-TE, OMFH fluorogenic substrate, fluorescence endpoint;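 active = compounds whose normalised, plate-corrected inhibition of enzyme fluorescence in the single-dose primary screen is 50% or more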;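 note: 0% = DMSO with enzyme and 100% = substrate without enzyme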
MsrA inhibitor: inhibits bovine methionine sulfoxide reductase A. purified bovine MsrA, absorbance read-out. 0.75% of 360,000 active. inhibition, % at 15.5 µM. AID 651718; in the data active = inhibition above about 4.5%;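 note: 0% = vehicle wells with enzyme and 100% = reference inhibitor wells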
Rin1-Abl PPI inh: blocks binding of human Rin1 to Abl; 0.4% of 360,000 active; inhibition, % at 7.35 µM; P00519+Q13671; TR-FRET Rin1/Abl binding, biochemical; AID 588664; in the data active = inhibition above about 5%, passing the limit was not always enough
Neddyl block: inhibitors of human cullin neddylation; P61081+Q13564; 0.58% of 360,000 active; TR-FRET cullin neddylation, biochemical; calls only at 25 µM; in the data active = inhibition above about 36%
MLLE-PAM2 inh: blocks PAM2 peptide binding to the PABP1 MLLE domain. GST-MLLE / FITC-PAM2 fluorescence polarization. 0.36% of 360,000 active. P11940. inhibition, % at 20 µM; in the data active = inhibition above about 35%, passing the limit was not always enough;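 note: plate controls were DMSO wells with GST-MLLE for no effect and wells lacking GST-MLLE protein for full effect; some results filed as inactive read as strong as hits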
bovine MsrA act: bovine methionine sulfoxide reductase A activation; purified bovine MsrA, absorbance read-out; activation, % at 10.6 µM; 0.3% of 360,000 active; in the data active = activation above about 7.5%;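 note: 0% = vehicle and 100% = reference activator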
TbMetRS inhib: blocks T. brucei methionyl-tRNA synthetase activity. purified T. brucei MetRS, ATP depletion, Kinase-Glo luminescence. inhibition, % at 11.9 µM. 0.4% of 360,000 active;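 active = inhibition above a per-plate cutoff of the control wells' mean inhibition plus 3 SD, cut at about 5.5% in these data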;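 note: 0% = DMSO wells median and 100% = median of wells with control inhibitor compound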
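Test system: purified T. brucei MetRS enzyme. Also added: ATP, methionine and E. coli bulk tRNA substrates. Compound: 11.9 µM single point. Schedule: 15 min enzyme-compound preincubation, 2 h reaction, 10 min detection, 25 °C. Signal: luciferase luminescence of residual ATP, Kinase-Glo. Evaluation: percent inhibition versus plate control medians. Controls: DMSO wells, low control.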
eLon inh: inhibits E. coli Lon protease; purified E. coli Lon protease, fluorescence polarization; inhibition, % at 7.94 µM; 0.42% of 360,000 active; AID 602123; in the data active = inhibition above about 13%, passing the limit was not always enough;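 note: 0% = enzyme with probe and DMSO and 100% = no enzyme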
Target sequence (P0A9M0 whole entry, looked up): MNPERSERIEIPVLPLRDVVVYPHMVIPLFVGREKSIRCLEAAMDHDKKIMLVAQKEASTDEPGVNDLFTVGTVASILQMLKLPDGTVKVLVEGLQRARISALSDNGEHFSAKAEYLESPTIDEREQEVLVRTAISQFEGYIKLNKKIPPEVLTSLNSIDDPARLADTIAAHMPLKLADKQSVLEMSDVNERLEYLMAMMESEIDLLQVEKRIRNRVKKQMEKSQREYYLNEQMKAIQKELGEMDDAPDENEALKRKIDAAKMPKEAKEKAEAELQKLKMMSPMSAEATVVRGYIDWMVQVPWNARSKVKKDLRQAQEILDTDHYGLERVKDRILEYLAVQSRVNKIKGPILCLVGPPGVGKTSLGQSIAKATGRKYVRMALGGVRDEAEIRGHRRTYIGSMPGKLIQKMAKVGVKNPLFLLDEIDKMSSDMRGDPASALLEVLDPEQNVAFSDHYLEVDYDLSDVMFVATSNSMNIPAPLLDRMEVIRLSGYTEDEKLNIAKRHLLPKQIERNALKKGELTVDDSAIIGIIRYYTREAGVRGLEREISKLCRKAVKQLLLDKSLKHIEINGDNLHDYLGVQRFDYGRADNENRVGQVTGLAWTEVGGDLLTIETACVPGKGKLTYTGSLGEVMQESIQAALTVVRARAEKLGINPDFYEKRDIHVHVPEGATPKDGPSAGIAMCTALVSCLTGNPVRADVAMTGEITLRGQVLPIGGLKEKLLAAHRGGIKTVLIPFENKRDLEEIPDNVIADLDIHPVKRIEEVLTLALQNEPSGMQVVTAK
Active calls of the source: *; i = inactive; x = not tested or not shown.

SMILES	CSN inh	FAS TE block	MsrA inhibitor	Rin1-Abl PPI inh	Neddyl block	MLLE-PAM2 inh	bovine MsrA act	TbMetRS inhib	eLon inh
COc1ccc(CN2CCNC(=O)C2CC(=O)N(C)Cc2nc(C)cs2)c(OC)c1 (stereo not drawn)	4	-8	-1.1	0	i	4	-9	-0.6	8
O=[N+]([O-])c1ccc2c(c1)nc1n2CCCCC1	-11	5	3.4	-3	i	4	-4	0.2	-2
CCN1CCN(c2sc(S(=O)(=O)CC)nc2S(=O)(=O)c2ccc(Cl)cc2)CC1	6	3	-0.2	-2	i	5	0	-0.3	8
COc1cccc(-c2sc3ccc(OC)cc3c2-c2ccc(OC)cc2F)c1	-7	27	3.8	-2	i	8	-2	-0.3	-4
CN1C(=O)C(C(=O)Nc2ccccc2F)c2ccccc21 (stereo not drawn)	-5	-7	-0.3	-2	i	18	-6	-1.2	-2
CSCC[C@H](NC(=O)COc1ccc(Cl)cc1)c1nc2ccccc2[nH]1	1	-1	-1.5	5	i	-6	2	3.6	1
COc1ccc2c(c1)c1ncn(CCc3ccccc3)c(=O)c1n2C	2	13	0.5	3	x	4	-9	-1.7	-1
Cc1c(NC(=O)CSc2ccccn2)c(=O)n(-c2ccccc2)n1C	2	-2	0.1	1	i	5	1	-0.5	-11
COc1cc(/C=C2\SC(N)=NC2=O)cc(Cl)c1O	27	-6	2.6	-5	i	-111	-5	0.0	-260
CCS(=O)(=O)N1CCC(C(=O)c2ccc(Cl)cc2)CC1	2	0	0.3	-4	i	2	-2	-0.1	9
O=C(c1cc2ccccc2oc1=O)N1CCCN(C(=O)c2cc3ccccc3oc2=O)CC1	1	0	2.8	-2	i	4	-2	-0.9	-5
Cc1ccccc1C(=O)NC(CC(C)C)C(=O)OCc1cc(=O)n2cc(Br)ccc2n1 (stereo not drawn)	-7	8	2.2	-5	i	9	-10	-1.0	5

Ordered by value in bovine MsrA act (lowest first): 3 from the list above
Molecule | CSN inh | MsrA inhibitor | Rin1-Abl PPI inh | Neddyl block | MLLE-PAM2 inh | bovine MsrA act | TbMetRS inhib | eLon inh
COc1ccc(CN2CCNC(=O)C2CC(=O)N(C)Cc2nc(C)cs2)c(OC)c1 (stereo not drawn) | 4 | -1.1 | 0 | i | 4 | -9 | -0.6 | 8
O=[N+]([O-])c1ccc2c(c1)nc1n2CCCCC1 | -11 | 3.4 | -3 | i | 4 | -4 | 0.2 | -2
CSCC[C@H](NC(=O)COc1ccc(Cl)cc1)c1nc2ccccc2[nH]1 | 1 | -1.5 | 5 | i | -6 | 2 | 3.6 | 1

(listing goes on)
SMILES	CSN inh	FAS TE block	MsrA inhibitor	Rin1-Abl PPI inh	Neddyl block	MLLE-PAM2 inh	bovine MsrA act	TbMetRS inhib	eLon inh
CC(=O)Cc1nsc(NC(=O)c2ccc(-c3cccc(C(F)(F)F)c3)o2)n1	5	5	1.9	3	i	4	-2	-0.1	-9
COc1ccc(NC(=O)C(=O)N/N=C/c2cccnc2)c(OC)c1	-3	-9	2.1	4	i	1	-4	-0.6	-7
Cc1cccc(NC(=O)Nc2ccc(C)cc2Br)c1	2	-6	-0.6	0	i	-1	-5	0.6	0
Cc1ccc(OCc2cc(C(=O)NC(C)Cc3cnccn3)no2)cc1C (stereo not drawn)	4	-7	-1.7	-3	i	-4	0	-0.4	-1
Nc1nc2ncccn2c1-c1ccc(F)c(F)c1	1	x	1.2	x	x	x	x	-0.1	x
O=C(NC(=S)Nc1nc(-c2ccccc2)cs1)c1cccnc1	5	2	-0.1	-1	i	17	-1	1.0	-2
CCc1ccccc1NC(=O)C1CCN(C(=O)c2ccc([N+](=O)[O-])cc2)CC1	-1	-6	-1.0	1	i	9	-12	-0.7	-7
Cc1cc2c(c(=O)n1CC1CCCO1)C(c1ccc3c(c1)OCO3)C(C#N)=C(N)O2 (stereo not drawn)	-5	-3	0.5	0	i	11	-7	60*	2
CCCN(CCC)c1ccc(CC(=O)NC(C)Cc2ccccc2)cc1 (stereo not drawn)	-11	6	0.1	-1	i	5	-10	-1.1	-9
C=CCN(C(=O)Nc1ccc(Cl)cc1)C1CC(=O)N(c2ccc(OC)cc2)C1=O (stereo not drawn)	5	7	-0.6	-1	i	-9	-2	-0.6	-4
Fc1cc(F)cc(NC(=S)Nc2ccccc2N2CCOCC2)c1	4	10	-1.1	0	i	18	-3	-0.7	-4
CC(=O)NC1=NC(=O)/C(=C/N2CCOCC2)S1	-5	-5	0.8	-1	i	-10	-3	-0.7	-5
COc1ccc(Cc2nnc(SCC(=O)Nc3ccccc3C#N)o2)cc1	5	-4	1.1	3	i	-6	-5	-0.6	-4
COCCNC(=O)[C@@H]1CCCN1S(=O)(=O)c1cccc2cccnc12	1	-3	0.7	0	i	2	-1	-0.3	-2
CCOc1cc(/C=N/NC(=O)c2c(C)nc3ccc(Cl)cn23)ccc1O	-2	-3	6.4*	-6	i	-7	-2	-0.1	-8
COC(=O)c1[nH]c2ccccc2c1NC(=O)c1c(F)cccc1F	2	-2	0.4	-3	i	3	-3	0.5	-3
CSCCC(NC(=O)COc1ccccc1)C(=O)N1CCN(c2ccccc2O)CC1 (stereo not drawn)	3	19	-0.5	0	i	5	-2	-0.3	71*
Cc1ccc2c(=O)c(C(=O)c3ccc(F)cc3)cn(CC(=O)NCc3ccco3)c2n1	0	0	1.3	-5	i	9	-4	-0.1	-8
O=C(NCc1ccccc1)c1ccccc1NC(=O)C1CCCCC1	0	6	1.6	1	i	8	-4	-0.5	-8
CCCCNC(=O)C(NC(=O)c1cnccn1)C(=O)c1ccccc1 (stereo not drawn)	-1	x	0.4	x	i	x	x	-0.2	x
OCCC1CN(CCCn2cccn2)CCN1C1CCCCC1 (stereo not drawn)	-4	-5	-1.6	-4	i	2	1	-0.8	-5
CCN(CC)S(=O)(=O)c1ccc(N(C)CCc2ccc(OC)c(OC)c2)nc1	-5	1	-0.4	1	i	-3	0	-0.4	3
CCc1ccc(CNC(=O)CCc2cn(C)c3ccccc23)cc1	-3	16	1.7	-1	i	-10	0	0.5	3
Cc1ccc(CNC(=S)Nc2cc(C(=O)O)ccc2C)cc1	9	-5	0.2	1	i	19	-2	0.5	-14
CCS(=O)(=O)c1nc(S(=O)(=O)c2ccc(C)cc2)c(N2CC(C)CC(C)C2)s1 (stereo not drawn)	2	26	2.0	3	i	1	-2	0.3	6
O=C(NCc1ccc2c(c1)OCO2)c1ccc(CS(=O)Cc2cccc(Cl)c2)o1 (stereo not drawn)	5	-2	1.2	-3	i	-3	-8	-0.1	4
CC(NC(=O)C(=O)NCCCn1ccnc1)c1ccccc1 (stereo not drawn)	0	-4	-0.4	-4	i	1	-2	-0.6	-3
Cc1ccc(C(=O)N/N=C\C2CC=CCC2)cc1[N+](=O)[O-] (stereo not drawn)	-3	12	-0.2	-3	i	-3	-4	0.4	0
O=C(NCCN1C(=O)C2C3C=CC(C3)C2C1=O)Nc1ccccc1 (stereo not drawn)	-1	-4	2.2	3	i	6	-7	1.9	-3
CC1(c2ccc3c(c2)OCCO3)NC(=O)N(CC(=O)Nc2ccccc2F)C1=O (stereo not drawn)	2	-8	-0.6	1	i	10	-13	-0.7	8
COc1ccc(S(=O)(=O)Nc2cc(OC)c(NC(=O)c3ccco3)cc2OC)cc1	2	25	2.8	2	i	8	-2	0.0	3
N#Cc1ccccc1Cn1c(=O)n(-c2ccc(CC(=O)NCc3ccco3)cc2)c(=O)c2sccc21	1	2	-0.7	-2	i	11	-1	-0.1	-1
COCC(=O)Nc1nnc(COc2ccccc2)s1	-3	-4	0.7	-2	i	-10	-1	-1.2	18
CC(C)c1ccc(NC2=CC(=O)CC(C)(C)C2)cc1	0	0	0.2	-2	i	7	-5	-1.7	5
COCCN(C(=O)COC(=O)CCOc1ccccc1)c1c(N)n(Cc2ccccc2)c(=O)[nH]c1=O	0	-3	x	1	i	-15	-2	-0.3	-2
CCn1c(=O)n(CC)c2cc(N3CCCC3)c(NC(=O)c3cccc(Cl)c3)cc21	1	6	-0.2	2	i	-14	-3	0.2	-10
Cc1cccc(CC2SC(N)=NC2=O)c1 (stereo not drawn)	-2	-5	1.3	-2	i	-25	-2	0.3	-1
CN(C(=O)CSc1nnc(COc2ccccc2F)n1N)C1CCCCC1	1	-4	-1.0	-4	i	-6	-3	0.3	1
CCOC(=O)C(C)Oc1cccc2c(=O)n(CC(=O)NCCc3ccccc3)ccc12 (stereo not drawn)	2	-2	0.8	-6	i	0	-5	0.2	-2
O=c1[nH]oc(O)c1-c1ncc(C(F)(F)F)cc1Cl	-3	12	1.1	1	i	-5	-4	-0.7	2
CCOC(=O)C1=CCN(S(=O)(=O)c2ccc(Br)cc2)C1c1cccc(C)c1 (stereo not drawn)	2	20	0.5	5	i	4	-13	-2.0	8
COc1cccc(CN2C(=O)[C@H]3Cc4c([nH]c5ccccc45)C(C)(C)N3C2=O)c1	2	23	-0.4	3	i	4	0	0.4	5
O=C(CSc1nc2ccccc2c(=O)n1CCCN1CCOCC1)NC12CC3CC(CC(C3)C1)C2	4	9	0.7	4	i	-6	-3	0.0	-8
COc1ccc(Br)cc1S(=O)(=O)NCCN1CCOCC1	3	-1	2.0	0	i	10	-3	0.3	6
CCN1CCC[C@H]1CNCCCn1cnc2c(SC)ncnc21	-2	-10	0.1	3	i	11	0	0.3	-1
CCOC(=O)C1=C(C)N=C2SC(C)C(=O)N2C1c1ccc(C(=O)OC)cc1 (stereo not drawn)	5	0	1.0	-4	i	34	0	-0.3	13
S=C(NCc1ccco1)N/N=C/c1ccc(Cl)cc1	-15	30	0.4	0	i	7	-4	-0.2	3
O=c1cc(CO)oc(CN2CCN(CCO)CC2)c1O	-1	-11	1.7	6.5*	i	2	-13	-0.8	-7
COc1ccc(CNS(=O)(=O)CCNC(=O)c2ccc(OC)cc2)cc1	-2	-5	0.4	2	i	13	-4	-0.3	-7
O=C1C2(CCC13COC(c1ccc(O)cc1)OC3)COC(c1ccc(O)cc1)OC2 (stereo not drawn)	-4	-6	-0.1	-3	i	12	-4	-0.5	2
Cc1cc(C)c2cc(C#N)c(NCCCNC(=O)c3ccncc3)nc2c1	0	-6	0.3	-7	x	-3	2	-0.9	-9
CN(C)C(=O)CCc1ccc2c3c([nH]c2c1)[C@]1(C)[C@@H](C(=O)N2CCCCC2)C[C@H](CC(=O)NCc2ccco2)C(=O)N1CC3	0	-8	0.7	0	i	-5	0	0.3	-7
CC1=C(C(N)=O)C(c2ccccc2)n2nc(-c3cccs3)nc2N1 (stereo not drawn)	3	-8	-1.3	0	i	12	-6	2.7	3
COc1ccc(OCc2nnc(SCC(=O)NC3CC4CCC3C4)o2)cc1 (stereo not drawn)	0	-4	-1.1	0	i	-22	-2	-0.6	3
CC(C)c1nc(SCC(=O)Nc2ccc3c(c2)OCCO3)c2c(=O)n(C)c(=O)n(C)c2n1	-5	12	-1.4	0	i	11	-2	-0.4	-3
COc1ccc(OCC(=O)NNC(=O)c2cccc(S(=O)(=O)N(C)C)c2)cc1	-2	-12	-0.4	-2	i	-10	-4	-1.4	3
COc1cc(C(=O)NCc2cc3ccccc3n2C)cc(OC)c1OC	-1	7	2.2	0	i	-16	-2	-0.6	-6
Nn1c(SCC(=O)Nc2cccc(C(F)(F)F)c2)nncc1=O	-4	-28	1.0	2	i	3	-3	0.5	-11
